Assay outcomes from PubChem BioAssay.
GPR55 activation – GPR55 agonists via beta-arrestin recruitment, primary screen, imaging, U2OS cells, beta-arrestin-GFP redistribution (AID 1961); activation, % at 10 µM; hits with a dose series show EC50 in µM; U2OS GPR55 beta-arrestin-GFP redistribution imaging; higher % means a stronger effect; hit rate 0.048% among 290,000;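 active = activation above 40% with more than 50 cells counted in the well; inconclusive = wells holding fewer than 50 cells, flagged as toxic or sparse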;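 note: U2OS osteosarcoma cells stably expressing GPR55 and beta-arrestin-GFP; plate controls were DMSO negative control for no effect and LPI positive control for full effect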
KOR beta-arrestin-1 – KOR antagonists, beta-arrestin recruitment, cell-based, luminescence, uHTS (AID 1778) | hit rate 0.091% among 290,000 | KOR beta-arrestin recruitment, luminescence, antagonist mode; higher % means a stronger effect | one-dose inhibition, % at 10 µM; IC50 in µM for titrated hits; note: strong numbers were not always called active
HEK293 NOD2/NF-kB – NOD2 signaling inhibitors, cell-based, luminescence, uHTS, HEK293 (AID 1566) | hit rate 0.63% among 290,000 | inhibition, % at 4 µM, or EC50 in µM where a hit was titrated | HEK293 NOD2/NF-kB luciferase reporter, luminescence; higher % means a stronger effect; note: many of its hits are not listed in these tables
KOR beta-arrestin-2 – KOR agonists, beta-arrestin recruitment, primary screen, cell-based, luminescence, uHTS (AID 1777); KOR beta-arrestin recruitment, luminescence; higher % means a stronger effect; activation, % at 10 µM; hits with a dose series show EC50 in µM; hit rate 0.02% among 280,000; in the data active = activation above about 50%, passing the limit was not always enough; note: a part of the inactive calls stands beside numbers as strong as those of hits
NOD1 NF-kB reporter – inhibition of NOD1-driven NF-kB reporter – cell-based, luminescence, uHTS, primary screen (AID 1578) | NOD1-driven NF-kB luciferase reporter cells, luminescence; higher % means a stronger effect | one-dose inhibition, % at 4 µM; EC50 in µM for titrated hits | hit rate 1% among 290,000; in the data active = inhibition mostly above about 36%, no sharp cut-off; inactive = mostly below about 34%;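 note: HEK-293T reporter cells stimulated with the NOD1 agonist gamma-tri-DAP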
AID2073 – disruptors of CaV2.2 binding to Mint1 – biochemical, HTRF (AID 2073); HTRF protein-protein interaction, Mint1-CaV2.2; higher % means a stronger effect; inhibition, % at 20 µM, or IC50 in µM where a hit was titrated; hit rate 0.19% among 290,000; in the data active = inhibition mostly above about 51%, no sharp cut-off; inconclusive = no clear call, values can overlap the other calls; inactive = mostly below about 53%; note: some results filed as inactive read as strong as hits
M17LAP inhibition – P. falciparum M17LAP inhibitors, primary screen, biochemical, fluorogenic H-Leu-NHMec substrate, 1536-well (AID 1619); recombinant M17LAP, H-Leu-NHMec fluorogenic kinetic assay; higher % means a stronger effect; inhibition, % at 30 µM, or IC50 in µM where a hit was titrated; hit rate 0.38% among 220,000;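 active = compound inhibiting the enzyme by more than half at any dose during confirmatory dose-response retesting; inconclusive = strong single-dose inhibitors picked by rank but not retested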;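 note: plate controls were full reaction with DMSO carrier for no effect and no enzyme background for full effect; strong numbers were not always called active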
P. falciparum M1AAP – P. falciparum M1AAP inhibitors, biochemical, fluorogenic H-Leu-NHMec substrate, 1536-well (AID 1445). hit rate 0.42% among 220,000. one-dose inhibition, % at 30 µM; IC50 in µM for titrated hits. recombinant M1AAP, H-Leu-NHMec fluorogenic kinetic assay; higher % means a stronger effect;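 active = primary inhibition above the hit cutoff, then over 50% inhibition at one or more dose response concentrations, cut at about 23% in these data, passing the limit was not always enough; inconclusive = conflicting primary data, or primary hits not chosen for dose response; inactive = low primary inhibition, or under 50% at every dose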;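 note: plate controls were DMSO full reaction for no effect and no enzyme background for full effect; strong numbers were not always called active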
Dynein cargo inh – blocks dynein driven cargo transport along microtubules. hit rate 0.47% among 220,000. 3617.4 mouse cells, GR-EGFP nuclear translocation imaging; test concentration mostly 20 µM; stimulated with dexamethasone, 1 µM; active compounds read low. z-score, hits read low;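 active = plate z-score of nuclear minus cytoplasmic receptor signal below a set negative limit, without overly bright fluorescence or cell loss, cut at about -3.5 in these data, passing the limit was not always enough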;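 note: z-score of nuclear minus cytoplasmic ring GR-EGFP intensity difference per well; some compounds called inactive have numbers as strong as hits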
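Buffer or medium: Induction medium lacking tetracycline, stripped serum | Also added: Dexamethasone agonist, 1.0 µM final, for 30 min | Timing: 48 h induction, 1 h compound, 30 min dex at 37 °C | Detection: Formaldehyde fixation, Hoechst nuclear stain, 10x automated fluorescence imaging | Measure: Nuclear versus cytoplasmic GR-EGFP signal, averaged per well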
Dynein cargo inh cytoplasmic EGFP – also measured in Dynein cargo inh; calls as there; z-score; measured here: cytoplasmic GR-EGFP intensity; active compounds read high
Dynein cargo inh nuclear GR-EGFP – second read-out of Dynein cargo inh, no call of its own (marks repeat the call); z-score; measured here: nuclear GR-EGFP intensity;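 lower value marks the stronger effect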
Dynein cargo inh cell count – recorded beside Dynein cargo inh, whose call it bears; z-score; measured here: cell count per field
Starred values were filed as active, the others as inactive; ? = inconclusive; / = not tested or not shown; [ ] = remark or other dose. Cut-off read from the data, not from the text of the source, unless noted: active = inhibition above about 50%; inactive = the rest.

SMILES	GPR55 activation	KOR beta-arrestin-1	HEK293 NOD2/NF-kB	KOR beta-arrestin-2	NOD1 NF-kB reporter	AID2073	M17LAP inhibition	P. falciparum M1AAP	Dynein cargo inh	Dynein cargo inh cytoplasmic EGFP	Dynein cargo inh nuclear GR-EGFP	Dynein cargo inh cell count
Cc1cccc(NC(=O)CN2C(=O)N/C(=C\c3ccc(-c4cccc(C(=O)O)c4)o3)C2=O)c1	0.9%	14.7%	31.8%	1.9%	6.9%	-11.2%	0.5%	12.0%	-0.0707	-0.18	0.452	-0.463
C[C@@H](C(=O)CC(=O)OC(C)(C)C)[C@@H](O)c1c(F)cccc1Cl	2.7%	-36.4%[20 µM]	3.4%	-4.7%	48.5%	3.2%	/	/	/	/	/	/
O=C(O)c1cnn(-c2nc(-c3ccc(Cl)cc3)cs2)c1C(F)(F)F	0.4%	17.4%	6.8%	17.0%	-3.7%	18.0%	/	/	/	/	/	/
CC(NC(=O)c1ccc(Cl)cc1)C(=O)NC1=NCCS1 (stereo not drawn)	-0.1%	-3.5%	16.5%	-0.8%	49.1%	10.8%	-4.6%	-3.0%	1.72	-0.0424	0.883	-1.75
O=C(Nc1ccc(O)c(-c2nc3ccccc3o2)c1)C1(c2ccc(Cl)cc2)CCCC1	-0.1%	33.6%	9.1%	16.8%	-10.2%	?	-4.2%	-0.4%	0.116	-0.0954	-0.0807	-0.245
CCC(=O)Nc1ccc(/C(C)=N\NC(=O)c2ccc(OC)cc2)cc1	0.4%	-7.2%	-3.1%	1.6%	-17.1%	43.4%	1.9%	1.8%	-0.522	-0.314	-0.639	0.982
Cc1nc(SCC(=O)Nc2ccc(C)c(F)c2)c2oc3ccccc3c2n1	-0.2%	5.2%	-5.5%	-1.3%	-38.3%	11.7%	-0.7%	1.6%	-0.327	-0.205	-0.257	0.224
COc1ccc(CCNC(=O)C(C)OC(=O)c2cccs2)cc1OC (stereo not drawn)	-0.2%	-17.9%	18.9%	-9.4%	-6.7%	3.0%	/	/	/	/	/	/
COc1ccc(-c2c(C#Cc3ccsc3)c3ccccc3n2C)cc1	-0.3%	-15.2%[20 µM]	-0.8%	/	3.8%	21.1%	/	/	/	/	/	/
CC(C)C(C(=O)Nc1ccc2c(c1)OCO2)N1C(=O)c2ccccc2C1=O (stereo not drawn)	-0.4%	-23.9%	-8.0%	0.6%	-2.6%	-8.2%	1.7%	4.8%	-0.795	-0.211	0.0113	-1.17
O=C1N/C(=C\c2ccc(N3CCOCC3)c(F)c2)C(=O)N1Cc1ccccc1	-0.1%	-0.1%	11.0%	3.4%	0.9%	7.7%	-3.4%	-2.5%	0.539	-0.202	1.07	-0.861
CCOc1ccc(NC(=O)CN(C)C(=O)c2cn(-c3ccccc3)nc2-c2cccs2)cc1OCC	0.2%	-34.5%	3.9%	5.3%	-26.4%	7.0%	/	/	/	/	/	/
COc1ccc2[nH]cc(CCNS(=O)(=O)c3ccc(C)cc3)c2c1	0.5%	29.8%	22.3%	6.2%	-3.8%	-6.0%	3.1%	1.3%	0.547	-0.269	0.27	-0.212
CN(C)S(=O)(=O)c1ccc(C(=O)NCCSc2ccccc2)cc1	0.0%	-25.1%	-48.0%	4.7%	-0.5%	2.8%	-11.4%	0.6%	-0.485	-0.0688	-0.16	1.48
COc1ccc(-n2cc(CN[C@H]3CCCCNC3=O)c(-c3cccc(F)c3)n2)cc1	0.4%	8.4%	6.2%	-2.6%	2.3%	8.8%	-6.7%	2.4%	-1.1	-0.233	-0.638	0.649
CSc1ccc(/C=N/NC(=O)COc2ccc(Br)cc2Cl)cc1	0.5%	-30.5%	13.4%	-0.1%	-1.5%	6.3%	7.0%	11.7%	0.0811	-0.174	-0.162	0.173
CC(NC(=O)Cc1ccccc1)C1COc2ccccc2O1 (stereo not drawn)	-0.1%	-36.0%[20 µM]	23.9%	-1.0%	-2.5%	42.9%	3.1%	1.3%	0.21	0.619	0.52	-0.0123
O=C(O)CCN1C(=O)c2ccc(Oc3ccc4c(c3)C(=O)N(CCC(=O)O)C4=O)cc2C1=O	-0.1%	13.8%	-2.2%	/	-12.6%	-1.7%	4.7%	4.1%	-0.625	-0.241	-0.157	0.598
O=S(=O)(NCCSc1ccc(Cl)cc1)c1ccc(F)cc1	-0.1%	-5.0%	19.1%	1.2%	16.9%	-3.9%	-5.7%	20.9%	-1.01	-0.234	-1.22	-0.243
COc1ccc(C2C(C(=O)c3ccccc3)N3c4ccccc4C=CC3C2[N+](=O)[O-])cc1 (stereo not drawn)	-0.6%	-4.3%	3.7%	-2.0%	-6.3%	23.8%	-4.2%	4.6%	-0.815	0.0334	-0.545	0.72
Cc1ccc(C)c(N2CCN(C(=O)c3cccn4c(=O)c5sccc5nc34)CC2)c1	-0.2%	-25.9%	0.1%	-2.0%	-14.9%	3.7%	-7.2%	11.8%	0.56	-0.255	0.794	-0.524
COc1cccc(N(C(=O)c2ccco2)C(C(=O)NC2CCCC2)c2cccnc2)c1 (stereo not drawn)	1.0%	-13.4%	0.1%	-5.8%	5.6%	-8.8%	8.9%	7.7%	0.471	-0.183	0.387	-0.704
Cc1ccc(C(=O)CCC(=O)Nc2ccccc2F)cc1	0.7%	16.6%[20 µM]	-26.1%	-8.5%	-95.8%	46.6%	/	/	/	/	/	/
O=C(COC(=O)C1CCN(S(=O)(=O)c2cccs2)CC1)Nc1ccccc1	0.0%	18.0%	11.7%	-2.4%	-32.8%	-0.8%	1.2%	0.2%	-0.00268	-0.368	-0.235	0.218
Cc1cc(C#N)c2ccccc2n1	-0.1%	-52.8%	3.4%	-1.7%	0.6%	-4.7%	0.5%	-3.0%	0.681	-0.124	0.105	0.1
O=C(NCCCN1CCOCC1)c1cccc(S(=O)(=O)N2CCc3ccccc3C2)c1	-0.4%	27.5%	20.6%	-0.5%	-3.4%	-9.1%	6.0%	4.7%	-0.46	-0.303	0.267	0.515
CCN(CC)C(=O)COC(=O)c1ccc(C)c(NC(=O)c2ccco2)c1	0.1%	7.7%	2.1%	-4.1%	-27.7%	8.1%	2.8%	-7.4%	0.0885	-0.0299	-0.407	0.0599
CCc1ccc(NC(=O)c2n[nH]c(=O)c3ccccc23)cc1	0.3%	30.0%	20.9%	3.5%	-12.1%	6.7%	3.2%	-4.0%	0.607	-0.265	0.24	-0.427
Cc1nnc(Sc2nc3c(c(=O)[nH]c(=O)n3C)n2CCCc2ccccc2)s1	-0.1%	8.3%	10.1%	-3.1%	-14.9%	18.6%	11.7%	16.9%	-1.2	-0.252	-0.727	0.795
O=S(=O)(NC1CC1)c1ccc(S(=O)(=O)N2CCCC3(CCCCC3)C2)cc1	-0.1%	-2.0%	-18.3%	-1.6%	-29.1%	5.3%	1.4%	6.1%	-0.527	-0.222	-0.257	1.04
CCNC(=S)N(CCN(CC)CC)Cc1cc2cc3c(cc2[nH]c1=O)OCO3	0.3%	-9.3%[20 µM]	-4.7%	0.5%	-26.9%	-11.0%	/	/	/	/	/	/
CCN(CCCNC(=O)C1CCN(S(=O)(=O)c2cnc[nH]2)CC1)c1cccc(C)c1	0.0%	-9.4%	-12.8%	6.7%	-5.1%	1.8%	-12.7%	3.1%	0.0994	-0.0742	0.0869	0.766
CCOC(=O)N1CCN(C(=O)c2ccc3c(c2)N(C)C(=O)/C(=C\c2ccc(OCC)c(OC)c2)S3)CC1	-0.3%	3.0%	/	-6.6%	/	7.8%	/	/	/	/	/	/
O=C(COC(=O)Cc1c(Cl)cccc1Cl)Nc1ccccc1-c1ccccc1	1.0%	19.3%	-4.2%	0.8%	5.2%	8.2%	-22.9%	3.1%	1.45	-0.283	0.363	-0.908
CCn1c(SCC(=O)N2CCN(c3ccc(Cl)cc3)CC2)nc2ccccc2c1=O	-0.3%	26.0%	-7.5%	-1.9%	-21.1%	-12.0%	0.4%	32.8%	-0.659	-0.259	-0.0533	-0.347
COc1ccccc1Oc1ccc(S(=O)(=O)N2CCCC2)cc1	0.0%	11.5%	-17.3%	0.6%	-16.9%	0.2%	3.2%	9.5%	-0.271	-0.231	-0.107	0.202
Cc1c(NC(=O)COC(=O)c2ccc(S(=O)(=O)N3CCOCC3)cc2)c(=O)n(-c2ccccc2)n1C	-0.5%	-5.4%	5.3%	-0.5%	-15.3%	-0.8%	-3.0%	4.9%	-0.656	-0.0138	-0.253	-0.138
CCCCn1c(N)c(N(CCOC)C(=O)COC(=O)/C=C/c2ccc(Br)cc2)c(=O)[nH]c1=O	-0.1%	24.6%	18.3%	-1.5%	-22.8%	6.2%	/	/	/	/	/	/

Three structures already listed, sorted by heavy-atom count, lowest first.
SMILES	GPR55 activation	KOR beta-arrestin-1	HEK293 NOD2/NF-kB	KOR beta-arrestin-2	NOD1 NF-kB reporter	AID2073	M17LAP inhibition	P. falciparum M1AAP	Dynein cargo inh	Dynein cargo inh cytoplasmic EGFP	Dynein cargo inh nuclear GR-EGFP	Dynein cargo inh cell count
CN(C)S(=O)(=O)c1ccc(C(=O)NCCSc2ccccc2)cc1	0.0%	-25.1%	-48.0%	4.7%	-0.5%	2.8%	-11.4%	0.6%	-0.485	-0.0688	-0.16	1.48
COc1ccc(CCNC(=O)C(C)OC(=O)c2cccs2)cc1OC (stereo not drawn)	-0.2%	-17.9%	18.9%	-9.4%	-6.7%	3.0%	/	/	/	/	/	/
O=C(O)CCN1C(=O)c2ccc(Oc3ccc4c(c3)C(=O)N(CCC(=O)O)C4=O)cc2C1=O	-0.1%	13.8%	-2.2%	/	-12.6%	-1.7%	4.7%	4.1%	-0.625	-0.241	-0.157	0.598

Some of the compounds tested; count on the stated rates, not on these rows.
